SKN-1 inh: blocks SKN-1 activity in C. elegans. hit rate 0.49% among 360,000. inhibition, % at 21.8 µM. C. elegans VP596 Pgst-4::GFP/RFP ratio, acrylamide-induced, 24 h. AID 624304;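 active = interference check ratio from 0.5 to 1.5 plus GFP to RFP signal ratio inhibition reaching or exceeding a fixed threshold, cut at about 30% in these data, passing the limit was not always enough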; also: some compounds called inactive have numbers as strong as hits
MT1-MMP act inh: inhibitors of human MT1-MMP activation. GFP/RFP ratio change, % at 20 µM. HT1080 RFP-PRO-GFP cells, GFP/RFP ratio fluorescence, overnight; percent of plate control window, DMSO zero. AID 651647. hit rate 0.061% among 360,000. P50281;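 active = GFP/RFP ratio change of at least 30% with cell ATP level not reduced by more than half and red fluorescence within 50% of control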; also: strong numbers were not always called active
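Assay system: HT1080 cells carrying an RFP-PRO-GFP reporter | Dosing: Single dose of 20 µM compound, 1% DMSO final | Incubation: Cells overnight before dosing, compound overnight, 37 °C, 5% CO2 | Evaluation: GFP/RFP fluorescence ratio | Control set: DMSO and RFP-L50D-GFP cell wells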
Neddylation inh: cullin neddylation inhibition; hit rate 0.58% among 360,000; AID 651699; P61081+Q13564; calls only at 25 µM; TR-FRET cullin neddylation, biochemical; in the data active = inhibition above about 36%
FAS-TE inh: FAS thioesterase (human) inhibition; recombinant FAS-TE, OMFH fluorogenic substrate, fluorescence endpoint; inhibition, % at 15 µM; hit rate 0.67% among 360,000; P49327;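 active = compounds whose normalised, plate-corrected inhibition of enzyme fluorescence in the single-dose primary screen is 50% or more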;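 also: 0% = DMSO with enzyme and 100% = substrate without enzyme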
Rin1 Abl inh: human Rin1-Abl interaction inhibition; P00519+Q13671; TR-FRET Rin1/Abl binding, biochemical; inhibition, % at 7.35 µM; hit rate 0.4% among 360,000; in the data active = inhibition above about 5%, passing the limit was not always enough
Target sequence (P00519 whole entry, looked up): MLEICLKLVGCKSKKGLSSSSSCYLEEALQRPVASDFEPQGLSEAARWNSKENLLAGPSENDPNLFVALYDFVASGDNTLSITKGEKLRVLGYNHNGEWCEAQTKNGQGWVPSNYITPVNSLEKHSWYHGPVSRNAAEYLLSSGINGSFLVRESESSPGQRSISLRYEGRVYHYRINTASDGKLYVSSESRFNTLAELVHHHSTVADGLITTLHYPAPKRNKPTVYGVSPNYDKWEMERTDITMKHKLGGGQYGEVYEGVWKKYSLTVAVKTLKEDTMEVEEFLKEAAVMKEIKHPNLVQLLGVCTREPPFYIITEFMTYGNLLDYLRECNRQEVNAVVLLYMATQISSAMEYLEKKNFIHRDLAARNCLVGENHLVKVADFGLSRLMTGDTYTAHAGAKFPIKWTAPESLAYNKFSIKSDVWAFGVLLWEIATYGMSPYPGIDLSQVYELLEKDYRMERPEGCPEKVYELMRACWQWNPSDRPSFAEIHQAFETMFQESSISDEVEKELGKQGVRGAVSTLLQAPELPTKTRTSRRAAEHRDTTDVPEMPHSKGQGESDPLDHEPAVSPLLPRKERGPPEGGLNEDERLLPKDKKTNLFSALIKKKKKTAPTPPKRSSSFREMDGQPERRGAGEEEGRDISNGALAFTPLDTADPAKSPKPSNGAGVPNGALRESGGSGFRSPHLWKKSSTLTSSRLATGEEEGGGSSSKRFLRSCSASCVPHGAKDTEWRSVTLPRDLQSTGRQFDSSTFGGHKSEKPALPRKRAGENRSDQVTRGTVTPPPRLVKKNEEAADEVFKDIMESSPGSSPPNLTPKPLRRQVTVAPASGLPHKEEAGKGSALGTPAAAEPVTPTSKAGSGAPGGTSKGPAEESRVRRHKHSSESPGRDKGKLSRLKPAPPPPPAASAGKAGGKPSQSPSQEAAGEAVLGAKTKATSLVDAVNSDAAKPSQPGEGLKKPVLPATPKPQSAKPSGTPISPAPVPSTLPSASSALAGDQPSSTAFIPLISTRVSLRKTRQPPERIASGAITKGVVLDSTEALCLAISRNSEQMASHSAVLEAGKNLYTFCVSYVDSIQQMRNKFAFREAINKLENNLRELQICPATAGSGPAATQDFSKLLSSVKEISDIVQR
Target sequence (Q13671 whole entry, looked up): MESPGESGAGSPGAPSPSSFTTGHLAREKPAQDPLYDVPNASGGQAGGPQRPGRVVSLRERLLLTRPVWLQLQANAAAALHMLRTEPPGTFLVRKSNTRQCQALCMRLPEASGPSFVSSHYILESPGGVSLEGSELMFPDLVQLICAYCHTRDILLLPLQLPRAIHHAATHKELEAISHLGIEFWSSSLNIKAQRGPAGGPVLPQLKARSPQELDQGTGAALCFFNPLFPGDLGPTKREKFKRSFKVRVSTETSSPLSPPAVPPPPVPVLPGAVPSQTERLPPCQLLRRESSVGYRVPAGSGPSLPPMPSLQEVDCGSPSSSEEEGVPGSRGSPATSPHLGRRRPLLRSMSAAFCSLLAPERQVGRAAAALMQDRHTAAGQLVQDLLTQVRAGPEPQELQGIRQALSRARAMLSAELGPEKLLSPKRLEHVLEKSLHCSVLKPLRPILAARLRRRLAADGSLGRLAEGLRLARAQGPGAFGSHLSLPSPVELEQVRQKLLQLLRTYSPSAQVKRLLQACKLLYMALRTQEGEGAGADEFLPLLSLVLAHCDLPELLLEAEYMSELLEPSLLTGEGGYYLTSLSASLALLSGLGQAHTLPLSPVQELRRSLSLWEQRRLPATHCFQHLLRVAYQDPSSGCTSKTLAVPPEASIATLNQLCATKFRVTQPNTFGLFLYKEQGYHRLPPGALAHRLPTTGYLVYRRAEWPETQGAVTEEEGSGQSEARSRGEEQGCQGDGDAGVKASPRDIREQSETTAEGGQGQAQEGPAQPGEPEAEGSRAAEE
CendR NRP1 mod: alters CendR peptide binding to human NRP-1; O14786; inhibition, % at 25 µM; AID 602438; hit rate 0.85% among 360,000; FAM-RPARPAR peptide binding to NRP-1, fluorescence polarization;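 active = inhibition or corrected inhibition above about 18%, plus a signal ratio from 0.5 to 1.5, limit read from the data, passing the limit was not always enough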; also: strong numbers were not always called active
bovine MsrA act: bovine methionine sulfoxide reductase A activation | purified bovine MsrA, absorbance read-out | activation, % at 10.6 µM | hit rate 0.3% among 360,000; in the data active = activation above about 7.5%;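 also: 0% = vehicle and 100% = reference activator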
eLon inh: inhibitors of E. coli Lon protease. purified E. coli Lon protease, fluorescence polarization. hit rate 0.42% among 360,000. inhibition, % at 7.94 µM; in the data active = inhibition above about 13%, passing the limit was not always enough;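 also: 0% = enzyme with probe and DMSO and 100% = no enzyme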
MLLE-PAM2 inh: inhibitors of microRNA-mediated deadenylation, human PABP1 MLLE binding; GST-MLLE / FITC-PAM2 fluorescence polarization; hit rate 0.36% among 360,000; inhibition, % at 20 µM; in the data active = inhibition above about 35%, passing the limit was not always enough;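 also: plate controls were DMSO wells with GST-MLLE for no effect and wells lacking GST-MLLE protein for full effect; some results filed as inactive read as strong as hits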
An asterisk follows results filed as active; i = inactive; + = active, no number.

SMILES	SKN-1 inh	MT1-MMP act inh	Neddylation inh	FAS-TE inh	Rin1 Abl inh	CendR NRP1 mod	bovine MsrA act	eLon inh	MLLE-PAM2 inh
COC(=O)CS(=O)(=O)c1ccsc1C(=O)Nc1ccc(F)c(F)c1	0.5	-4.2	i	3.6	0.5	-6.4	-0.3	3.6	-10.5
O=C(CN1CCN(c2ccc(F)cc2)CC1)Nc1ccc(S(=O)(=O)N2CCOCC2)cc1	-2.9	0.1	i	4.1	-1.7	4.6	-3.3	-4.6	-0.9
CCn1c(C)cc(=S)c2ccccc21	6.4	11.7	i	1.3	-0.3	11.0	-10.7	9.6	39.9*
O=C(NCCCN1CCOCC1)c1sc2ccccc2c1Cl	6.6	0.8	i	-6.0	-3.7	-13.3	-2.1	3.7	-4.1
OCc1cc(C(O)CNCCCCCCOCCCCc2ccccc2)ccc1O (centres undefined)	4.2	0.9	i	1.2	8.7	0.8	-1.4	-4.0	7.2
Cc1csc(SCC(=O)N(C)CC(=O)Nc2ccc(F)cc2)n1	8.1	4.5	i	-1.6	-3.1	2.2	-2.8	-0.9	-13.4
CC(=O)Nc1cc(C(=O)N2CCCC2)ccc1S(=O)(=O)c1ccc(C)cc1	6.3	-0.4	i	-2.9	5.3	-16.3	0.4	-4.9	10.1
Cc1ccc(C(=O)C(C)OC(=O)CCN2C(=O)C3C4C=CC(C5CC45)C3C2=O)cc1 (centres undefined)	-0.7	-3.3	i	6.3	-1.1	7.0	-1.7	3.7	-7.9
CCOC(=O)C1=C(c2ccccc2)NC(N)=NC1c1ccc(OCc2ccc(Cl)cc2)c(OC)c1 (centres undefined)	2.7	-10.9	i	-143.2	-1.5	-2.8	-6.0	-6.2	10.1
CCOc1ccccc1N1CCN(CC(=O)N(C)CC(=O)Nc2ccccc2CC)CC1	-24.7	1.3	i	-5.2	-2.4	4.1	0.3	-2.0	-26.5
CCOP(=O)(OCC)c1nc(-c2ccccc2Cl)oc1N1CCOCC1	9.4	-1.3	i	-8.2	-0.6	3.7	-1.9	-3.2	-5.1
COc1cc(C2C(C#N)=C(N)Oc3n[nH]c(-c4ccccn4)c32)cc(OC)c1OC (centres undefined)	4.0	4.9	i	-5.0	-5.5	-2.2	-0.8	-1.7	7.8
Cc1ccccc1NC(=O)C1C2CCCCC21 (centres undefined)	9.6	1.9	i	-4.4	-3.8	1.1	-1.6	0.9	-7.7
Cn1c(N)c(S(=O)(=O)N2CCN(c3ccccc3Cl)CC2)c(=O)n(C)c1=O	-17.2	2.0	i	-3.2	-1.9	26.6*	5.0	-5.2	-1.0
CC(C)C(C)NC(=O)COc1ccc([N+](=O)[O-])cc1Cl (centres undefined)	2.2	2.4	i	13.7	0.3	-4.9	-9.9	-10.3	-7.9
CC(C)(C)NC(=O)CSc1nc(O)cc(=O)n1-c1ccccc1F	12.4	-75.4	i	-14.5	1.9	-162.4	-4.8	-113.9	-84.4
COc1ccccc1NC(=O)CC1S/C(=N/N=C(\C)C2CCCCC2)NC1=O (centres undefined)	-2.2	1.4	i	3.2	2.6	7.9	-8.9	5.0	7.7
CCOC(=O)c1c(C)nc(SC)c(C#N)c1-c1ccccc1	13.8	-3.9	i	16.7	2.9	-8.1	-4.3	-5.8	4.8
COc1ccc(NC(=O)CS(=O)CC(=O)Nc2cc(Cl)ccc2OC)cc1 (centres undefined)	-13.6	5.4	i	-7.5	0.6	1.6	-10.2	3.6	5.7
CC(NCC(O)COCc1cccs1)C1CC2CCC1C2 (centres undefined)	22.7	0.5	i	-4.5	-0.9	9.8	-0.9	-3.2	2.9
Cc1cccc(NC(=O)Nc2ccc(Br)cc2)n1	12.8	-1.2	i	0.3	-0.4	0.2	-2.4	12.6	-9.6
CCN(CC(=O)NCc1ccc(Cl)cc1)C(=O)/C=C/c1ccc(C#N)cc1	-9.8	-5.8	i	21.9	-2.2	5.9	-12.8	7.7	1.7
CC(Sc1nnc2ccccn12)C(=O)N1CCc2ccccc2C1 (centres undefined)	13.0	1.7	i	-8.3	2.0	1.6	-4.1	6.6	0.6
O=C(N/C(=C\c1ccc(Cl)cc1)C(=O)N1CCCCC1)c1ccco1	0.2	-3.4	i	-1.1	-1.0	13.8	-1.2	1.2	1.0
Cc1ccc(S(=O)(=O)NC(C(=O)N2CCOCCOCCOCCOCC2)c2ccccc2)cc1 (centres undefined)	-3.1	-2.4	i	-6.0	7.6	-2.6	-8.1	-4.2	1.8

Next part:
SMILES	SKN-1 inh	MT1-MMP act inh	Neddylation inh	FAS-TE inh	Rin1 Abl inh	CendR NRP1 mod	bovine MsrA act	eLon inh	MLLE-PAM2 inh
COc1ccc([N+](=O)[O-])c(O)c1C(C)=O	9.8	3.4	i	-6.9	2.4	1.0	-6.1	-11.2	-2.2
O=C(O)/C=C/C(=O)Nc1cc(F)ccc1F	15.9	3.1	i	-3.5	0.4	-3.4	-7.5	7.6	16.1
NNC(=O)c1cc(C23CC4CC(CC(C4)C2)C3)nc2ccccc12	2.0	5.4	i	0.2	-0.3	-2.5	-1.7	-1.3	12.8
COc1ccc(/C=C2\SC(=O)N=C2N)cc1	-4.0	-4.5	i	-8.0	-2.3	10.5	-2.7	-6.2	9.7
COc1ccc(C(=O)NCCNc2ccc([N+](=O)[O-])cc2)cc1	-2.0	2.4	i	3.3	-2.6	8.6	-4.4	-1.3	-1.7
CC(Cc1cccnc1)NC(=O)c1cc(COc2ccc(F)cc2F)on1 (centres undefined)	8.7	0.4	i	-4.7	1.4	0.9	-1.5	-4.5	-1.3
O=C(CC[C@H]1O[C@@H](n2cnc3c(NC(=O)c4ccccc4)ncnc32)[C@H](O)[C@@H]1O)NCCc1cc2ccccc2[nH]1	10.0	1.7	i	-1.7	2.5	4.8	-7.8	1.1	4.5
COc1ccc(NC2CC(=O)N(c3ccc(C(=O)O)cc3)C2=O)cc1 (centres undefined)	-7.4	6.8	i	-6.2	5.6	-6.0	-11.1	-9.2	17.8
COc1ccc2c(c1)c(C(=O)CN1CCC(C(N)=O)CC1)c(C)n2C	8.3	-1.9	i	-8.4	2.2	-1.3	-2.9	5.3	-14.6
O=S(=O)(NCCC1=CCCCC1)c1ccc(OC(F)(F)F)cc1	6.2	-1.5	i	22.3	0.5	3.6	1.6	4.9	-0.8
Cc1cc(C)n(CCC(=O)N=Nc2c(O)[nH]c3ccc(Br)cc23)n1	-6.2	4.6	i	-46.1	-3.3	5.1	-7.4	1.8	-0.8
CN1CCc2c(sc3nc(SCC(=O)N4CCOCC4)nc(N)c23)C1	-3.3	-2.6	+	-10.6	-6.2	11.2	-15.1	-0.8	21.5
O=C1N/C(=N\N=C\c2ccc3ncccc3c2)SC1Cc1ccc(SC(F)F)cc1 (centres undefined)	9.2	7.5	i	0.5	0.9	-17.8	-0.7	1.6	-33.5
COc1ccc(C(CNC(=O)c2cc(S(=O)(=O)N3CCN(c4ccccc4)CC3)ccc2Cl)N(C)C)cc1 (centres undefined)	3.8	-1.7	i	20.2	-1.6	4.6	-1.5	-3.4	-11.7
Cc1ccc2nc(C)cc(OCC(=O)O)c2c1	6.5	0.2	i	-7.1	-2.0	10.0	-3.5	-0.6	-5.3
Cc1ccnc(NC(=O)c2ccc(Cl)c(NC(=O)C(C)Oc3ccccc3)c2)c1 (centres undefined)	3.0	2.7	i	12.6	-2.2	8.7	-0.5	-4.6	-0.6
COc1cc(OC)c(-c2noc(C(=O)OC(C)(C)C)c2C(=O)OC(C)(C)C)c(OC)c1	3.1	6.1	i	-40.2	-2.0	9.8	1.7	-5.6	2.1
O=C(NCc1ccco1)C1CCCCN1S(=O)(=O)c1ccc(F)cc1 (centres undefined)	-0.1	-0.6	i	0.0	5.4	-11.2	-0.5	-7.2	9.4
COc1ccc2[nH]c3c(c2c1)CCN1C(=O)C(CC(=O)NCCc2ccccn2)C[C@H](C(=O)N2CCOCC2)[C@@]31CCC1CCCC1 (some centres undefined)	5.9	-4.2	i	61.4*	-1.4	4.0	-9.5	-4.2	-8.2
CCn1ncc(Br)c1C(=O)Nc1sc2c(c1C(N)=O)CCC2	-1.7	-13.8	i	-3.2	-3.3	-20.6	-5.1	-10.5	19.1
CC1=C(C(=O)Nc2cc(C(=O)N3CCN(c4ccc(Cl)cc4)CC3)ccc2C)SCCO1	-0.8	1.0	i	6.0	0.0	2.8	-3.7	-8.6	9.7
COc1ccccc1-n1c(-c2cn(C)nc2C)n[nH]c1=S	7.5	-0.1	i	-10.4	0.9	-4.2	3.3	4.3	-10.4
O=C(Cc1ccccc1)Nc1cc(Cl)ccc1Sc1ccccc1	13.4	-7.5	i	25.9	-0.9	1.1	-2.1	1.6	0.0
NS(=O)(=O)c1ccc(CCNC(=O)CN2CCN(c3ccc(F)cc3)CC2)cc1	9.7	-11.2	i	-9.6	3.0	-6.6	-2.2	-2.0	2.7
COCC(=O)N1CCC(Oc2ccc(C(=O)N3C[C@H]4CC[C@H]3C4)cc2)CC1	-5.4	-1.3	i	-6.3	-1.4	8.0	-2.1	4.1	9.1

Gathered by group: the compounds so far containing a tert-butyl group (two)
SMILES	SKN-1 inh	MT1-MMP act inh	Neddylation inh	FAS-TE inh	Rin1 Abl inh	CendR NRP1 mod	bovine MsrA act	eLon inh	MLLE-PAM2 inh
CC(C)(C)NC(=O)CSc1nc(O)cc(=O)n1-c1ccccc1F	12.4	-75.4	i	-14.5	1.9	-162.4	-4.8	-113.9	-84.4
COc1cc(OC)c(-c2noc(C(=O)OC(C)(C)C)c2C(=O)OC(C)(C)C)c(OC)c1	3.1	6.1	i	-40.2	-2.0	9.8	1.7	-5.6	2.1

Next section
SMILES	SKN-1 inh	MT1-MMP act inh	Neddylation inh	FAS-TE inh	Rin1 Abl inh	CendR NRP1 mod	bovine MsrA act	eLon inh	MLLE-PAM2 inh
CCN(C(=O)COC(=O)CCC(=O)c1ccc(Cl)cc1)c1c(N)n(Cc2ccccc2)c(=O)[nH]c1=O	-2.2	-3.5	i	0.5	2.7	21.6	7.7*	-7.8	-4.4
CC(NS(=O)(=O)/C=C/c1ccccc1)C(=O)O (centres undefined)	-5.8	1.9	i	-1.0	-0.4	-1.3	-1.3	2.1	11.3
O=c1ccn(C2CCCCC2)c(=O)[nH]1	-5.9	-1.6	i	-3.7	3.2	1.7	-2.4	-3.2	16.2
CC(C)CC(NC(=O)c1ccc(C#CC(C)(C)O)s1)C(=O)O (centres undefined)	4.0	0.6	i	-6.3	-0.2	16.6	-5.9	-5.0	-12.0
C#CCOCCOCCOCCNc1nc(N2CCN(C(=O)[C@H]([C@@H](C)O)n3cc(CCCCN)nn3)CC2)nc(N2CCN(C(=O)[C@H](C)n3cc(CCC(=O)O)nn3)CC2)n1	2.4	-3.1	i	-9.0	3.2	14.9	-1.4	2.1	-7.7
COc1ccc(C2=CC(=O)CC(c3ccccc3)C2)cc1 (centres undefined)	12.5	3.5	i	21.8	-2.9	-2.7	-4.8	10.4	6.1

Look-ups from above:
Cc1cccc(NC(=O)Nc2ccc(Br)cc2)n1 @ bovine MsrA act: -2.4
Cn1c(N)c(S(=O)(=O)N2CCN(c3ccccc3Cl)CC2)c(=O)n(C)c1=O @ eLon inh: -5.2
O=C(O)/C=C/C(=O)Nc1cc(F)ccc1F @ eLon inh: 7.6
COc1ccc(/C=C2\SC(=O)N=C2N)cc1 @ bovine MsrA act: -2.7

Profiles, looked up by structure. Order of screens: SKN-1 inh | MT1-MMP act inh | Neddylation inh | FAS-TE inh | Rin1 Abl inh | CendR NRP1 mod | bovine MsrA act | eLon inh | MLLE-PAM2 inh
`COc1ccc(C2=CC(=O)CC(c3ccccc3)C2)cc1` (centres undefined) across the screens: 12.5 | 3.5 | i | 21.8 | -2.9 | -2.7 | -4.8 | 10.4 | 6.1
`CC(C)CC(NC(=O)c1ccc(C#CC(C)(C)O)s1)C(=O)O` (centres undefined) across the screens: 4.0 | 0.6 | i | -6.3 | -0.2 | 16.6 | -5.9 | -5.0 | -12.0
